# TbHK1 inh = Trypanosoma brucei hexokinase 1 inhibitors, primary screen, biochemical, G6PDH-coupled NADH absorbance, MLSCN library; hexokinase 1 [Trypanosoma brucei]; recombinant TbHK1, G6PDH-coupled NADH A340; inhibition, % at 10 µM; actives 0.11% (n = 220,000); AID 1430, 2008;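 active means inhibition of 50% or more in the single-dose primary screen; inactive means inhibition below 50%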
# Hck-Nef inh = inhibitors of Nef-activated human Hck kinase, primary screen, biochemical, Z-Lyte FRET, 384-well, Hck-YEEI | Tyrosine-protein kinase HCK (Homo sapiens), P08631 | Recombinant Hck-YEEI plus Nef, Z-Lyte FRET kinase assay | inhibition, % at 20 µM | actives 0.68% (n = 220,000);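 active means Hck-Nef kinase inhibition above about 50%, limit read from the data; inactive means inhibition below that limit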;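 further: 0% = DMSO with Hck plus Nef and 100% = Hck alone without Nef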
# 14-3-3 Bad inh = inhibitors of 14-3-3 zeta/Bad binding, primary screen, biochemical, TR-FRET, bovine 14-3-3 zeta; actives 0.71% (n = 220,000); inhibition, % at 21.7 µM; AID 781, 2007; TR-FRET 14-3-3zeta/Dy647-pBad peptide displacement, 1 h;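 active means inhibition above about 70%, limit read from the data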;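 further: 0% = full 14-3-3 plus peptide FRET controls and 100% = background without 14-3-3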
# p47phox inh = p47phox/p22phox peptide binding inhibitors, primary screen, biochemical, uHTS, NADPH oxidase regulatory subunit; actives 0.53% (n = 220,000); Neutrophil cytosol factor 1 (Homo sapiens), P14598; inhibition, % at 24.7 µM; fluorescence polarization, 2 h; AID 1274, 2008;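 active means inhibition above about 30%, limit read from the data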;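 further: 0% = p47phox with labelled peptide and 100% = labelled peptide alone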
# Target sequence (P14598 whole entry, looked up): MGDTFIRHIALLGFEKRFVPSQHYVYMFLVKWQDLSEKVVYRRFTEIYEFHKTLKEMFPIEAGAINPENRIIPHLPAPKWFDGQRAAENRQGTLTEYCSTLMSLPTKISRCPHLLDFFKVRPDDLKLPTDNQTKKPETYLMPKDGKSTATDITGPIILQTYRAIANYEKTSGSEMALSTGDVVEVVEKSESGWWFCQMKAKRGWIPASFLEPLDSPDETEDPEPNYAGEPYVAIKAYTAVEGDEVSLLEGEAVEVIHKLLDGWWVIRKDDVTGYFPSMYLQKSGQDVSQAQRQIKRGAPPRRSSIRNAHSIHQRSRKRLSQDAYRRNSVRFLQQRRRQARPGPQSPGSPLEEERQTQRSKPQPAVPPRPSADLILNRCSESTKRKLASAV
# L929 necroptosis = inhibitors of zVAD-triggered necroptosis, primary screen, L929 cells | L929 zVAD necroptosis rescue, ATP luminescence, 24 h; with zVAD 60 µM | viability rescue, % at 10 µM | actives 0.38% (n = 220,000) | AID 1377, 2008;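 active means activation, scaled between plate controls, above about 75%, limit read from the data; inactive means activation under that limit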;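 further: 0% = zVAD with DMSO and 100% = DMSO alone without zVAD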
# Runt-CBFb FRET = inhibitors of RUNX1 Runt–CBFb binding, primary screen, biochemical, FRET, Cerulean-Runt, Venus-CBFb, uHTS; Cerulean-Runt/Venus-CBFb FRET ratio 530/480, 1 h; inhibition, % at 20 µM; actives 0.46% (n = 220,000); AID 1496, 2009;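 active means inhibition over about 50% at 20 µM in the single-dose screen, limit read from the data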;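 further: 0% = DMSO wells and 100% = excess unlabeled CBFb competitor control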
#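 Reagent – Venus-CBFb binding partner, 100 nM · Assay system – Cerulean-tagged RUNX1 Runt domain (FRET donor) fusion protein · Input – 100 nM per protein · Incubation – two 1 h room-temperature incubations shielded from light · Measured by – FRET fluorescence · Medium – Tris buffer pH 7.5 with salts and BSA · Benchmarks – unlabeled CBFb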
# EBV gp42 inh = Epstein-Barr virus gp42 inhibitors, primary screen, biochemical, uHTS, fluorescence polarization | Glycoprotein 42 (Epstein-Barr virus (strain AG876)), Q1HVG2 | Fluorescence polarization binding assay, mP read-out | inhibition, % (tested at 21.74 µM) | actives 0.42% (n = 220,000); in the data active means inhibition above about 50%
# Target sequence (Q1HVG2 whole entry, looked up): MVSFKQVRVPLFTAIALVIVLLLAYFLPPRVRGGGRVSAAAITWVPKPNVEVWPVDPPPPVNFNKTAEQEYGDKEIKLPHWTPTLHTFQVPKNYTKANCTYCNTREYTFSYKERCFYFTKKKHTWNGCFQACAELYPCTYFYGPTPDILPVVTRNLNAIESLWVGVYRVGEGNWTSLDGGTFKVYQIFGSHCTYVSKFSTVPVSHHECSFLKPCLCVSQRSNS
# Runt-SMMHC FRET = inhibitors of RUNX1 Runt–CBFb-SMMHC binding, primary screen, biochemical, FRET, Cerulean-Runt, Venus-CBFb-SMMHC, uHTS; Runt-related transcription factor 1 (Homo sapiens) + Core-binding factor subunit beta …; Cerulean-Runt/Venus-CBFb-SMMHC FRET ratio 530/480, 1 h; inhibition, % at 20 µM; actives 0.74% (n = 220,000);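 active means mean inhibition across duplicate retests at 20 µM reaching about 50%, limit read from the data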;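 further: 0% = DMSO wells and 100% = wells with excess untagged CBFb-SMMHC; inhibitors lower the FRET ratio by blocking Runt binding to CBFb-SMMHC; some results filed as inactive read as strong as hits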
# Mdm2 ligase inh = MDM2-luciferase reporter signal enhancers, primary screen, MDM2 E3 ligase inhibitor project, cell-based, luminescence, 1536-well | E3 ubiquitin-protein ligase Mdm2 (Homo sapiens), Q00987 | cell-based MDM2 ubiquitination luciferase reporter, 2 h; 0 = plate control, 100 = twice control, blank-subtracted | AID 1230, 2008 | signal enhancement, % at 5 µM | actives 0.11% (n = 210,000);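 active means signal enhancement of 30% or more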;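 further: luminescence tracks abundance of the self-degrading MDM2-luciferase fusion protein; higher signal means inhibition of MDM2 E3 ligase activity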
# Target sequence (Q00987 whole entry, looked up, the tested form may be a part): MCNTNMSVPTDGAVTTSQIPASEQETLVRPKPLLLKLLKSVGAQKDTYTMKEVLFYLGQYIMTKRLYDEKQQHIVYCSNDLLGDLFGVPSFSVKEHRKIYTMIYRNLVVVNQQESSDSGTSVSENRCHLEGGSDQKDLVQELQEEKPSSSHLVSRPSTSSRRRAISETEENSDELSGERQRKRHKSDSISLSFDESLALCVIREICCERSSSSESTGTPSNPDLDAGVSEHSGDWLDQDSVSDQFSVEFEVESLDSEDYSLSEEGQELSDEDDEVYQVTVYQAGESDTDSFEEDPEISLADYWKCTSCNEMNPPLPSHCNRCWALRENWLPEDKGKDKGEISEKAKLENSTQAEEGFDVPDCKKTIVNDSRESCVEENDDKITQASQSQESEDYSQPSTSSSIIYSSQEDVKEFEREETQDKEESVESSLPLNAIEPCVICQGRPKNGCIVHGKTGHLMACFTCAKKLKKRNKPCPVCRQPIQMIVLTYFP
#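 Assay system: stable mammalian line carrying autodegrading MDM2–luciferase fusion reporter; amount: 2000 cells seeded into each well; buffer or medium: DMEM; benchmarks: plate control and blank wells; signal: luciferase luminescence; timing: 2 h compound exposure at 37 °C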
# The depositor's hits bear a star; · = not tested or not shown; [ ] = dose if it differs, or a comment.
SMILES,TbHK1 inh,Hck-Nef inh,14-3-3 Bad inh,p47phox inh,L929 necroptosis,Runt-CBFb FRET,EBV gp42 inh,Runt-SMMHC FRET,Mdm2 ligase inh
CCN(C(=O)COC(=O)/C=C/c1cnc2ccccc2n1)c1ccccc1,-23,20,-8,-6,0.4,1,-5,1,-11
CCCC(=O)Nc1ccc(-c2nc3cc(C)c(C)cc3o2)cc1,4,11,65[fluorescence artefact?],-2,4.8,-1,0,2,-3
Cc1c(Cl)cccc1NC(=O)NCc1ccncc1,3,23,-12,-3,0.7,0,-5,-2,-15
Cc1csc(NC(=O)c2cc(C)oc2C)n1,-3,-1,-1,-18,0.3,-2,1,0,-28
CCOc1cc(CNC(C)(C)CO)cc(Br)c1OCc1ccc(Cl)cc1Cl,12,1,4[fluorescence artefact?],-16,31,-1,-4,2,-15
CCN(CCCc1ccccc1)CCCc1ccccc1,7,-2,36,-7,-1.4,-2,-4,1,·
C=CCOc1ccc(Br)cc1/C=C1/SC(=Nc2ccc(C(=O)O)cc2)NC1=O,-2,59*,11,-96,30,-10,10,-7,-12
O=C(COC(=O)/C=C/c1ccccc1[N+](=O)[O-])NCC(F)(F)F,8,-39,4,-5,-1.5,1,-8,1,-2
CCNc1nc(N)nc(Oc2ccc(OCCOc3ccc(Cl)cc3Cl)nn2)n1,-8,2,3,-15,-0.3,-1,-15,2,-5
CC(C)COc1ccc(CNC(=S)NCc2ccccc2)cc1,5,1,2,-12,0.0,-1,-5,-1,0
O=C(Nc1ccccc1C(=O)N/N=C/c1ccc(F)cc1)c1ccccc1Br,2,2,-15,-7,1.3,-1,-6,-1,-19
CC1CCN(CCCNC(=O)c2ccc3c(Cl)c4c(nc3c2)CCCC4)CC1,6,20,-1,-1,-0.5,4,-14,0,·
COC(OC)c1ccnc(-c2ccc(OC(=O)c3cccs3)cc2)n1,-5,49,-7,6,0.8,-1,59*,-6,-14
O=C(c1ccc(S(=O)(=O)c2ccccc2Cl)c([N+](=O)[O-])c1)N1CCCCCC1,33,1,-6,-2,-0.8,2,-4,1,-9
CCc1nc2ccccc2c(C(=O)OCC(=O)NCCCN2CCCC2=O)c1C,7,0,-7,-9,-0.2,0,-12,1,-3
CC(=O)N1N=C(c2cccs2)CC1c1cccs1 (configuration not stated),-5,12,3,-4,-1.0,0,3,1,-13
COc1ccc(-c2nnc(SC(C)C(=O)Nc3nccs3)n2Cc2ccccc2)cc1OC (configuration not stated),-2,-18,15,1,0.2,0,-9,2,3
C=C(C)Cn1c(SCC(=O)O)nc2c1c(=O)[nH]c(=O)n2C,5,5,14,4,0.2,-1,-11,2,-1
CN(Cc1cnccn1)Cc1nc(Cc2ccccc2Cl)no1,-1,17,-6,-4,2.2,0,-11,-6,1
COc1ccc(OCc2cc(C(=O)O)c(C)o2)cc1,2,1,31,-16,0.3,0,-5,-1,-36
N#CC1=C(N)SC(N)=C(C#N)C1CCc1ccccc1,-9,5,-9,-95,0.7,26,-80,39,-3
O=C(O)C1=NOC(CNC(=O)c2ccccc2Cl)C1 (configuration not stated),0,13,-10,-9,1.1,-3,-15,0,-4
O=S(=O)(Nc1ncccn1)c1ccc(NC(=S)Nc2ccccc2Cl)cc1,-9,5,-3,-1,1.1,0,-16,2,-6
Cc1cc(C)c2c(N)c(C(=O)c3ccccc3)sc2n1,1,8,2,1,0.9,-2,-10,4,-13
CNC(=S)N(CCc1c(C)[nH]c2ccc(Cl)cc12)Cc1cc(OC)c(OC)c(OC)c1,-4,-6,-10,-11,·,-2,-7,-7,·
Cc1cc2cc(CCNC(=O)c3ccc(C)c([N+](=O)[O-])c3)c(=O)[nH]c2cc1C,1,-8,3,4,0.2,-5,4,3,-3
c1ccc2c(c1)Cn1c-2nc2ccccc21,-2,1,-1,0,-0.2,0,-10,-2,-9
CCOC(=O)C1(CCc2ccccc2)CCN(C(=O)c2cccc(C)n2)CC1,-3,-7,-3,-2,-1.2,-5,-3,-9,-2
O=C(COC(=O)c1ccc(S(=O)(=O)N2CCCC2)cc1)NCc1ccco1,9,13,4,-2,-0.2,2,2,4,-4
O=C(c1ccc(S(=O)(=O)N2CCOCC2)cc1)N1CCCc2ccccc21,-1,0,6,-19,0.3,0,-9,0,-3
Cc1nc2cc(C(=O)NCc3cccnc3)ccc2n1-c1ccc(F)cc1F,-3,23,-17,-62,2.4,0,4,2,3
CC12CN3CC(C)(CN(C1)C3c1ccc(Cl)cc1)C2 (configuration not stated),-5,11,-7,-9,1.9,-2,0,-1,-8
COc1ccccc1NC(=O)CSc1nc(N)c(-c2ccccc2)c(=O)[nH]1,-1,2,-6,-3,0.6,4,3,0,1
Cc1ccnc(NC(=O)CCC2COc3ccccc3O2)c1 (configuration not stated),-6,7,-5,-2,-0.8,-1,-19,2,-3
COc1ccccc1C(c1nnnn1CC1CCCO1)N1CCN(c2ccccc2)CC1 (configuration not stated),6,12,12,-9,0.5,1,-9,-4,-16
CCN(CC)C(=O)Cn1c(=O)n(CCCCCC(=O)Nc2ccccc2)c(=O)c2sccc21,-2,2,2,-4,0.0,-1,-13,2,-12
CN(C)c1nc(NCc2ccccc2)nc(N/N=C/c2cccc(Br)c2)n1,2,0,-17,-15,1.8,2,-10,-4,-9
COc1ccc(/C(CC2(O)C(=O)Nc3ccccc32)=N\O)cc1 (configuration not stated),-5,0,-8,11,1.1,0,2,-7,3
Cc1cc2nncn2c2ccccc12,-9,1,-15[fluorescence artefact?],-7,0.9,2,-22,-7,-9
CC1(C)OC(=O)N(c2ccccc2)C12C=Cc1cc(Br)ccc1O2 (configuration not stated),-5,3,4,-10,-1.1,0,-6,1,-4
CCCc1[nH]nc2c1C(c1cccc(OC)c1)C(C#N)=C(N)O2 (configuration not stated),7,2,-5,-16,-0.2,-2,-14,-2,-11
Brc1ccccc1-n1nnc(-c2ccnc3ccccc23)n1,-8,-11,-6,-1,-0.3,-3,5,1,·
COc1cc(CNCCNC(=O)c2cccs2)cc(OC)c1OC,-6,20,13,1,3.4,-1,-14,-4,0
Cc1cc(C)cc(OCc2ccc(C(=O)NC3CCOC3=O)o2)c1 (configuration not stated),0,-7,-13,-9,0.6,·,-8,-3,-5
O=C(CSc1nc(-c2ccccc2)c(-c2ccccc2)o1)Nc1nncs1,-17,7,18,-2,-0.1,-5,-24,4,-4
O=c1[nH]c(S)c(/C=C2\C=Nc3ccccc32)s1,-4,-54,13,-5,0.0,31,63*,-29,-18
Cc1cccc(NC(=O)CN2C(=O)N/C(=C/c3ccc(C)s3)C2=O)c1,-28,9,-11[fluorescence artefact?],-173,1.9,-1,-155,-40,2
CC(=O)N1CCC(N2CCN(Cc3ccc(C)cc3)C(CCO)C2)CC1 (configuration not stated),-1,19,-7,3,0.3,-1,-2,3,-10
Cn1c(COc2ccccc2)nnc1SCC(=O)c1cccc([N+](=O)[O-])c1,-4,0,1,-59,0.0,·,-11,4,-5
CCCCCOC(=O)C1=C(C)Nc2nnnn2C1c1ccc(OC)c(OC)c1OC (configuration not stated),2,0,13[fluorescence artefact?],8,-0.1,·,-19,0,-8
# Next results.
SMILES,TbHK1 inh,Hck-Nef inh,14-3-3 Bad inh,p47phox inh,L929 necroptosis,Runt-CBFb FRET,EBV gp42 inh,Runt-SMMHC FRET,Mdm2 ligase inh
CC(C)n1nnnc1SCC(=O)Nc1ccc2c(c1)OCO2,-3,5,-7,-10,-0.7,0,-4,1,4
Cc1ccc(-n2c([S-])c(C(=O)Nc3ccc(OC(F)F)cc3)[n+]3ccc(C(=O)NCCO)cc23)cc1C,-5,3,-31,-19,0.1,13,-22,15,-22
COc1ccccc1N(CC(=O)NC1CCCCC1)S(=O)(=O)c1cccs1,-8,17,2,-3,-0.1,-1,-13,5,·
C=CCNC(=O)C1CC(=O)N(c2ccc(Br)cc2)C1 (configuration not stated),-5,1,14,-5,-0.1,0,-12,0,-1
CC(=O)C(Sc1ccc2nnc(-c3cccnc3)n2n1)C(C)=O,-7,15,-9,2,1.3,-2,-1,-4,-3
C=CCNC(=S)NNC(=O)c1ccco1,-4,21,-11,-8,1.6,1,-14,2,1
CCOc1cc(C2C(C#N)=C(N)Oc3n[nH]c(CC)c32)ccc1OCCN1CCOCC1 (configuration not stated),-11,1,-8,-17,0.0,-1,-15,-6,0
Cc1nn(-c2ccccc2)c2c1C(c1ccc(F)cc1F)C(C#N)=C(N)O2 (configuration not stated),-6,0,-3,-12,0.2,-2,1,0,16
Cc1c(/C(O)=C2\C(=O)C(=O)N(CCN(C)C)C2c2ccccc2)cnn1-c1ccccc1 (configuration not stated),-9,24,-4,-9,-0.4,-1,-13,0,·
Cc1ccc(S(=O)(=O)c2nc(S(C)(=O)=O)sc2NCc2ccc3c(c2)OCO3)cc1,-7,0,-8,-13,-0.3,-2,-31,3,-4

# Reformatted: results already given.
structure | TbHK1 inh | Hck-Nef inh | 14-3-3 Bad inh | p47phox inh | L929 necroptosis | Runt-CBFb FRET | EBV gp42 inh | Runt-SMMHC FRET | Mdm2 ligase inh
Cc1ccc(-n2c([S-])c(C(=O)Nc3ccc(OC(F)F)cc3)[n+]3ccc(C(=O)NCCO)cc23)cc1C | -5 | 3 | -31 | -19 | 0.1 | 13 | -22 | 15 | -22
COc1ccccc1N(CC(=O)NC1CCCCC1)S(=O)(=O)c1cccs1 | -8 | 17 | 2 | -3 | -0.1 | -1 | -13 | 5 | ·
C=CCNC(=O)C1CC(=O)N(c2ccc(Br)cc2)C1 (configuration not stated) | -5 | 1 | 14 | -5 | -0.1 | 0 | -12 | 0 | -1

# Additional results.
SMILES,TbHK1 inh,Hck-Nef inh,14-3-3 Bad inh,p47phox inh,L929 necroptosis,Runt-CBFb FRET,EBV gp42 inh,Runt-SMMHC FRET,Mdm2 ligase inh
CCCCC(CC)Cn1c(O)c(/C=C2\C=NN=C2c2ccccc2)sc1=S (configuration not stated),-11,0,-1,-3,3.3,-2,-2,4,0
Cc1ccccc1NNC(N)=S,5,-4,-6,5,-0.1,6,3,0,-4
Cc1ccccc1-n1c(=S)[nH]c2nc3c(cc2c1=O)COC(C)(C)C3,-28,15,-3,-8,0.8,1,-22,-4,4
N/C(COc1ccccc1)=N\NS(=O)(=O)c1ccccc1,2,0,·,-1,-0.1,2,-19,3,-17
CN(c1ccc(OCC(=O)N2CCC(C(N)=O)CC2)cc1)S(=O)(=O)c1cccs1,-4,5,-4,-14,-0.1,-1,-8,2,-12
CCOc1cc(N2CCOCC2)c(OCC)cc1NS(=O)(=O)c1ccc(Cl)s1,-3,3,83*,59*,-0.1,1,-8,3,-1

# Screening results deposited in PubChem BioAssay by several laboratories.
